Nrf2 block: Nrf2 qHTS screen for inhibitors. 360,000 tested, 2.1% active. AID 504444, 2011. Potency, µM (titrated, usually from 46 µM), without a hit: at the highest dose activity change, negative = inhibition, hits mostly inhibitors. A549 ARE-Fluc reporter, luciferase luminescence, 18-24 h; note: % is set by controls: 0 for no effect and ±100 for the full control effect; nearly all actives have a fitted effect of over 60% in size
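Quantitative HTS in A549 cells stably bearing an antioxidant response element-firefly luciferase construct. Inhibition of Nrf2-driven transcription was scored by luminescence after 18-24 h of compound exposure at 37 °C.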
EPAC2 antag: qHTS for Antagonist of cAMP-regulated guanine nucleotide exchange factor 2 (EPAC2): primary screen | Rap guanine nucleotide exchange factor 4 (Homo sapiens), Q8WZA2 | EPAC2 GEF exchange of Rap1B-BODIPY-GDP, fluorescence | Potency, µM (doses to about 114 µM), for the others: top-dose activity, negative = inhibition, usual class: inhibitors | 360,000 tested, 0.18% active | AID 720708, 2013; note: % is set by controls: 0 for no effect and ±100 for the full control effect; nearly all actives have a fitted effect of over 45% in size; many of its hits are not listed in these tables
Target sequence (Q8WZA2 whole entry, looked up): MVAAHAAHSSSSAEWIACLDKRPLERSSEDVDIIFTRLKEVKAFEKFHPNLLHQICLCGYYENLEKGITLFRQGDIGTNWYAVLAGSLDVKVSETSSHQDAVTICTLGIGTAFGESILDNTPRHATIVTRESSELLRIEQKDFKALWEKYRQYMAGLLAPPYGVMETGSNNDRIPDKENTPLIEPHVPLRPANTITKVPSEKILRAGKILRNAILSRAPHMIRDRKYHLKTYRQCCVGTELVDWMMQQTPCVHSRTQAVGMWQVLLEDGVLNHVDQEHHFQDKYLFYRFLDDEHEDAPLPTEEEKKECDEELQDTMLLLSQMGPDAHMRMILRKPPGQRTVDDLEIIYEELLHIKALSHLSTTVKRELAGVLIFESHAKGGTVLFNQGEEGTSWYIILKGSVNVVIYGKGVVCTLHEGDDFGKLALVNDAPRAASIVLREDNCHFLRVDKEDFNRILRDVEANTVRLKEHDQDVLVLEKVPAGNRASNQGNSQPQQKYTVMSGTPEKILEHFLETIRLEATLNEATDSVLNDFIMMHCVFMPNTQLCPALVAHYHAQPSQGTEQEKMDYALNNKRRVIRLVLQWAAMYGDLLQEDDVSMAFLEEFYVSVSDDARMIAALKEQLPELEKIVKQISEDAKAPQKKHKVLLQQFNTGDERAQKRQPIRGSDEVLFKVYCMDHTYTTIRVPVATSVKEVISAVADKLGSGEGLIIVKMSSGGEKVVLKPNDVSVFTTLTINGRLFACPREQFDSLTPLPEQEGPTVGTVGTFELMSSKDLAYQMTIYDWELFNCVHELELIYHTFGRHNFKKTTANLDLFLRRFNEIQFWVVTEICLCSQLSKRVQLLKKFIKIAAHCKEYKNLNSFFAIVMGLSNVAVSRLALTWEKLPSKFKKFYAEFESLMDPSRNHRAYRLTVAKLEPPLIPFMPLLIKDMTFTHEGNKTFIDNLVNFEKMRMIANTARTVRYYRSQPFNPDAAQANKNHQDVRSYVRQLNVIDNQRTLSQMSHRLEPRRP
TGFb SMAD3 inh: qHTS for Inhibitors of TGF-b | 410,000 tested, 1.2% active | Potency, µM (series often up to 46.1 µM), for inactives: at the highest dose activity, negative = inhibition, actives largely listed as inhibitors | AID 588855, 2011 | HepG2 CAGA-GFP TGF-b/SMAD3 reporter, GFP fluorescence, 18 h; TGF-beta stimulated, 500 pg/mL final; note: % is set by controls: 0 for no effect and ±100 for the full control effect; nearly all actives have a fitted effect of over 65% in size
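Using HEPG2 CAGA-GFP reporter cells at 1000 cells/well, we pinned test compounds, stimulated with recombinant TGF-beta (500 pg/mL final) and measured total well GFP after 18 h.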
MCF10A rereplic: A quantitative high throughput screen for small molecules that induce DNA re-replication in MCF 10a normal breast cells | Potency, µM (doses to about 46.1 µM), for the others: at the highest dose activity, positive = re-replication, actives largely listed as activators | MCF 10A DNA re-replication, Hoechst nuclear intensity, 48 h | 350,000 tested, 2.9% active; note: % of control where 0% means no effect; nearly all actives have a fitted effect of over 50% in size
Nrf2 ARE act: qHTS of Nrf2 Activators. AREc32 ARE-luciferase reporter (MCF7-derived line), luminescence, 24 h. Potency, µM (series often up to 46.1 µM), without a hit: at the top dose activation, actives largely listed as activators. 410,000 tested, 0.31% active; note: % of control where 0% means no effect; nearly all actives have a fitted effect of over 65% in size
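AREc32 cells carrying an ARE-driven firefly luciferase reporter were seeded at 1000 cells/well in OPTI-MEM with 5% FBS, then exposed to compound for 24 hr at 37 deg C. Luminescence was read with Steady-Glo after 30 min at RT.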
S2 tox: Viability Counterscreen for Primary qHTS for Inhibitors of ATXN expression. S2 cells (HEK-293 line with an ATXN2-luciferase reporter) viability, CellTiter-Fluor protease fluorescence, 24 h. Potency, µM (highest dose often 56.7 µM), usual class: cytotoxic. 400,000 tested, 0.49% active. AID 651635, 2014; note: nearly all actives have a fitted effect of over 40% in size
ATXN2 expr inh: Primary qHTS for Inhibitors of ATXN expression | 360,000 tested, 0.72% active | AID 1745845, 2022 | Potency, µM (doses to about 57 µM), without a hit: at the top dose activity change, negative = inhibition, usual class: inhibitors | HEK-293 ATXN2-luciferase reporter, luminescence, 24 h; note: % is set by controls: 0 for no effect and ±100 for the full control effect; nearly all actives have a fitted effect of over 55% in size
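qHTS (up to 57 uM final) was run with 24 h compound exposure of reporter cells at 37 °C. Each well was multiplexed: SteadyGlo luminescence measured ATXN2-luciferase expression after a fluorogenic Gly-Phe-AFC viability readout (25 uM final).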
A549 viability: Nrf2 qHTS screen for inhibitors: counterscreen for cytotoxicity. 390,000 tested, 0.16% active. A549 ARE-Fluc cells, CellTiter-Fluor viability, 18-24 h. Potency, µM (titrated, usually from 46 µM), for the others: at the highest dose activity change, negative = cytotoxicity, hits mostly inhibitors; note: % is set by controls: 0 for no effect and ±100 for the full control effect
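A549 ARE_Fluc cells in 5% FBS OPTI-MEM were exposed to compounds in concentration-response for 18-24 h at 37 deg C. Viability was read by CellTiter-Fluor fluorescence (Ex 405/Em 525) after 30 min, before the luciferase read.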
HepG2 viability: qHTS for Inhibitors of TGF-b: Cytotox Counterscreen; Potency, µM (doses to about 46.1 µM), for the others: at the highest dose activity change, negative = cytotoxicity, hits mostly cytotoxic; 410,000 tested, 0.76% active; HepG2 CAGA-GFP viability, ATP luminescence, 18 h; note: some results filed as inactive show a strong effect at the top dose
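CellTiter-Glo luminescence gave cytotoxicity after 18 hours at 37 degrees C. The cells were HepG2 CAGA-GFP in 1% FBS DMEM, stimulated with 500 pg/mL TGF-beta after compound addition. %Activity was normalised to no-cell wells (complete cell-killing) and DMSO (no toxicity), and curves were fitted and classified.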
* marks the source's active call; other numbers are inactive results; i = inactive; ? = inconclusive; / = not tested or not shown; & = joins results of further samples; [ ] = dose if it differs, or a comment. Calls come from the whole dose curve; as a rule, active = well fitted curve in the direction sought with a large enough effect; inconclusive = small, poorly fitted or top-dose-only effect, or another doubt; inactive = no such curve, though single readings can be large; an effect the other way counts as inactive or inconclusive. Potency is the fitted concentration of half-maximal effect.

SMILES	Nrf2 block	EPAC2 antag	TGFb SMAD3 inh	MCF10A rereplic	Nrf2 ARE act	S2 tox	ATXN2 expr inh	A549 viability	HepG2 viability
CCn1cc(Cl)c(C(=O)N2N=C(c3ccc4ccccc4c3)CC2c2ccccc2O)n1 (configuration not stated)	?	9%	7.1µM*	29%	6.4%	?	18µM*	-24%	-45%
CCc1ccc(OCC(=O)N(Cc2ccc(C)o2)C2CCS(=O)(=O)C2)cc1 (configuration not stated)	13%	/	/	/	0.9%	/	/	7%	-4%
Cc1ccc(NC(=S)N2CCC(N(C)CC3CCCO3)CC2)cc1 (configuration not stated)	6%	-4%	-9%	15%	0.2%	i	1%	-2%	-35%
CCOC(=O)c1ccccc1NC(=O)COC(=O)C1CCCC1	?	-5%	0%	-1%	0.2%	i	2%	7%	7%
CC1(NC(=O)CSc2nnc(-c3ccco3)n2Cc2ccccc2)CCS(=O)(=O)C1 (configuration not stated)	-16%	3%	6%	-3%	0.2%	i	-10%	2%	4%
Cc1cc(CNC(=O)c2cc(-c3ccccc3)nc3ccccc23)nn1C	?	-12%	-7%	-5%	0.0%	i	-16%	-17%	-3%
S=C(Nc1ccccc1)Nc1nc2ccccc2n1CCOc1ccc(Br)cc1	-3%	3%	-18%	?	-0.4%	i	2%	1%	-27%
CCN1CCN(CCNC(=O)c2ccc3c(c2)N(Cc2ccc(F)cc2)C(=O)c2ccccc2S3=O)CC1 (configuration not stated)	-6%	1%	2%	8%	-0.5%	i	-11%	3%	-16%
O=C(Nc1cccc(C(=O)O)c1)/C(=C\c1ccccc1)NC(=O)c1cccc2ccccc12	13%	9%	-8%	0%	-0.7%	i	/	1%	5%
O=C(NC1CCCCC1)c1ccc(CSc2nc3cccnc3n2Cc2ccc(F)cc2)cc1	24%	/	?	/	0.0%	?	?	0%	-78%
Cc1ccc(S(=O)(=O)N2CCN(C(=O)[C@H](Cc3ccccc3)NC(=O)c3ccco3)CC2)cc1	?	-2%	-26%	9%	-0.7%	i	11%	2%	1%
O=C(OCc1cn([C@H]2C[C@H](c3ccc(Cl)cc3)N(Cc3cccs3)C[C@@H]2O)nn1)c1ccccc1	/	-8%	12%	/	6.5%	?	-32%	/	-4%

Part of the list above in order of SMILES length, ascending.
SMILES	Nrf2 block	EPAC2 antag	TGFb SMAD3 inh	MCF10A rereplic	Nrf2 ARE act	S2 tox	ATXN2 expr inh	A549 viability	HepG2 viability
CCOC(=O)c1ccccc1NC(=O)COC(=O)C1CCCC1	?	-5%	0%	-1%	0.2%	i	2%	7%	7%
Cc1ccc(NC(=S)N2CCC(N(C)CC3CCCO3)CC2)cc1 (configuration not stated)	6%	-4%	-9%	15%	0.2%	i	1%	-2%	-35%
S=C(Nc1ccccc1)Nc1nc2ccccc2n1CCOc1ccc(Br)cc1	-3%	3%	-18%	?	-0.4%	i	2%	1%	-27%
CCc1ccc(OCC(=O)N(Cc2ccc(C)o2)C2CCS(=O)(=O)C2)cc1 (configuration not stated)	13%	/	/	/	0.9%	/	/	7%	-4%
CC1(NC(=O)CSc2nnc(-c3ccco3)n2Cc2ccccc2)CCS(=O)(=O)C1 (configuration not stated)	-16%	3%	6%	-3%	0.2%	i	-10%	2%	4%
CCn1cc(Cl)c(C(=O)N2N=C(c3ccc4ccccc4c3)CC2c2ccccc2O)n1 (configuration not stated)	?	9%	7.1µM*	29%	6.4%	?	18µM*	-24%	-45%
O=C(Nc1cccc(C(=O)O)c1)/C(=C\c1ccccc1)NC(=O)c1cccc2ccccc12	13%	9%	-8%	0%	-0.7%	i	/	1%	5%
Cc1ccc(S(=O)(=O)N2CCN(C(=O)[C@H](Cc3ccccc3)NC(=O)c3ccco3)CC2)cc1	?	-2%	-26%	9%	-0.7%	i	11%	2%	1%
O=C(OCc1cn([C@H]2C[C@H](c3ccc(Cl)cc3)N(Cc3cccs3)C[C@@H]2O)nn1)c1ccccc1	/	-8%	12%	/	6.5%	?	-32%	/	-4%

(more compounds)
SMILES	Nrf2 block	EPAC2 antag	TGFb SMAD3 inh	MCF10A rereplic	Nrf2 ARE act	S2 tox	ATXN2 expr inh	A549 viability	HepG2 viability
CCc1nnc2n1N=C(c1ccc([N+](=O)[O-])cc1)CS2	-7%	-1%	27%	1%	0.4%	i	-20%	1%	3%
COc1ccccc1OCC(=O)OCc1cc(-c2ccco2)on1	8%	-1%	-2%	-1%	0.6%	i	/	-1%	-6%
Cc1ccc2[nH]c(C(=O)N/N=C/c3ccccc3C(=O)O)c(-c3ccccc3)c2c1	-9%	-22%	?	?	-0.1%	i	-2%	6%	-15%
O=C(NCCCCc1ccccc1)C1CC(c2cc(C(F)(F)F)cc(C(F)(F)F)c2)=NO1 (configuration not stated)	-3%	-15%	-4%	?	0.2%	i	-8%	3%	-9%
Cc1cc(C(F)(F)F)n(-c2nc(C(=O)NN)cs2)n1	-10%	-2%	1%	10%	3.1%	i	6%	-4%	-10%
O=C(CN(c1ccc(F)cc1)S(=O)(=O)c1ccc2c(c1)OCCO2)NCC1CCCO1 (configuration not stated)	-12%	17%	10%	-2%	-0.3%	i	2%	3%	1%
O=C(Nc1nnc(-c2ccncc2)o1)c1cccc(N2C(=O)CCC2=O)c1	4%	14%	-14%	-7%	-0.6%	i	-1%	1%	11%
COC(=O)C1CN(C(=O)c2ccc(OC(F)F)cc2)c2ccccc2O1 (configuration not stated)	8%	5%	5%	5%	2.6%	?	-4%	1%	3%
CNc1ccc(-c2cc(OC)ccc2OC)cn1	/	-3%	0%	/	-0.4%	i	-2%	/	-8%
CC1CCc2c(sc(NC(=O)c3nc4ncccn4n3)c2C#N)C1 (configuration not stated)	?	9%	-5%	1%	0.0%	i	1%	-1%	-5%
Cc1cc(NC(=O)CSc2nc3ccc(Cl)cc3[nH]2)no1	-7%	3%	-2%	-1%	2.3%	i	-5%	3%	5%
CCc1nc(SCC(=O)Nc2ccc3c(c2)OCCO3)c2oc3ccccc3c2n1	?	1%	2%	23µM*	-0.3%	?	?	-3%	1%
CCc1ccc2nc(N=C(N)N)nc(C)c2c1	?	6%	-20%	11%	0.3%	?	?	-16%	-35%
COc1cc(OC)c(NS(=O)(=O)c2cc3c(cc2C)N(C(C)=O)CCO3)cc1Cl	-11%	/	-44%	/	3.4%	/	/	17%	-29%
COc1ccc(C2CC(=O)c3cc(-c4nc(-c5ccc(Cl)cc5)cs4)c(=O)[nH]c3C2)cc1 (configuration not stated)	3%	/	30%	/	4.8%	i	7%	0%	0%
CCCCCCCCCS(=O)(=O)Nc1cc(C)ccn1	-3%	-2%	-17%	?	0.3%	i	-3%	4%	-5%
Cc1cc(C)c(-n2c(O)c(C=NCCN3CCOCC3)c(=O)[nH]c2=O)c(C)c1	-16%	-1%	21%	2%	-0.8%	i	-4%	-6%	6%
CCCCN(CC)CCCNC(=O)c1ccc2c(c1)N(Cc1ccc(C)cc1)C(=O)c1ccccc1S2	/	/	14µM*	/	-4.2%	/	/	-6%	11µM*
CCCn1c2ccc(F)cc2c2nnc(SCCN3CCOCC3)nc21	-3%	0%	0%	8%	0.6%	i	-4%	0%	2%
Clc1cncc(Cl)c1NNc1c2ccccc2nc2ccccc12	-22%	-2%	?	8%	5.5%	?	?	-3%	1%
CCOC(=O)c1ccc(NC(=S)N(CCN2CCCCCC2)Cc2cccs2)cc1	-2%	1%	6%	?	-0.1%	i	-13%	-9%	-2%
CCCNC(=O)c1cc(C2CCCCN2C(=O)c2cc(F)ccc2C)on1 (configuration not stated)	/	-6%	5%	/	0.5%	i	6%	/	1%
Cc1ccccc1NC(=O)c1c(C)nc(SCC(=O)OCc2ccccc2)c(C#N)c1-c1ccc(F)cc1	1%	-1%	-5%	14%	0.3%	i	-10%	2%	-10%
C[C@H](CO)N1C[C@H](C)[C@@H](CN(C)S(=O)(=O)c2ccc(C#N)cc2)OCc2cn(nn2)CCCC1=O	/	10%	4%	/	-0.1%	i	8%	/	-6%
COc1ccc(NC(=O)N2CCc3c([nH]c4ccc(OC)cc34)C2c2ccc(OC)cc2)cc1 (configuration not stated)	133%	/	-16%	/	3.5%	?	228%[activator]	-2%	-13%
COc1ccc(NCC(O)Cn2cnc3c2c(=O)n(C)c(=O)n3C)cc1 (configuration not stated)	-3%	0%	-5%	-1%	-0.2%	i	-8%	0%	0%
O=C(Nc1nc(-c2ccccc2)cs1)c1cccc([N+](=O)[O-])c1C(=O)O	24%	-6%	-5%	-2%	0.1%	i	-2%	-1%	-5%
O=C(Nc1ccc(-c2csnn2)cc1)C(Cl)(Cl)Cl	-18%	4%	20%	5%	6.7%	?	/	-9%	55%
CCn1ccnc1CN(C)Cc1cn(-c2ccc(C)cc2)nc1-c1cccc(C)c1	?	-28%	?	?	5.4%	i	/	?	-81%
CCCCN(C)C(=O)c1cn(-c2cccc(OC)c2)c(=O)c2ccccc12	-24%	0%	0%	1%	-0.6%	i	-1%	-6%	-2%
CCc1ccccc1NC(=O)Nc1cc(C(=O)NCc2ccccc2OC)ccc1N1CCCC1	/	/	20%	/	-0.4%	i	7%	-6%	5%
CCCCN(CC)CCNC(=O)Cn1cnc2sc(C)c(S(=O)(=O)N3CCC(C)CC3)c2c1=O	-2%	4%	-10%&-27%	-12%	0.1%&-0.6%	i	0%&-2%	2%&1%	-11%&-4%
Cc1ccc(-n2c(=O)c3sc4ccccc4c3n(C)c2=O)cc1F	?	/	-5%	/	-0.5%	i	9%	1%	-2%
C=CCNC(=O)C1CC1(c1ccc(C)cc1)c1ccc(C)cc1 (configuration not stated)	?	-20%	18%	?	-0.1%	?	-9%	-11%	1%
COC(=O)C1=C[C@@H](C(=O)OC)C2C3=C(C(=O)[C@]2(CC(C)C)NC(=O)c2ccccc2)[C@H](C)n2c(=O)n(-c4ccccc4)c(=O)n2[C@@H]3C1 (some centres not stated)	5%	/	?	/	/	/	/	-7%	-11%

Assay outcomes from PubChem.

A portion of the library; count on the stated rates, not on these rows.
